Screens deposited in PubChem BioAssay by NCI.
Growth percent in the NCI-60 one-dose screen (48 h, 10 µM unless noted): 100 = growth as untreated, 0 = no growth, -100 = all killed.
SF-295 = SF-295 CNS cancer cells | 79,000 tested, 5.6% active | AID 1794758
U251 = U251 CNS tumor cells; 80,000 tested, 5.4% active; AID 1794753
PC-3 = PC-3 prostate cancer cells | 80,000 tested, 3.9% active
TK-10 = TK-10 renal cancer cells; 81,000 tested, 3.9% active
UO-31 = UO-31 renal cancer. 81,000 tested, 5.2% active. AID 1794768
786-0 = 786-0 renal cancer cells. 81,000 tested, 5.1% active
DU-145 = DU-145 prostate cancer; AID 1794760; 81,000 tested, 4.2% active
SN12C = SN12C renal cancer cells; 81,000 tested, 3.8% active; AID 1794767
SF-539 = SF-539 CNS cancer; 81,000 tested, 6.8% active; AID 1794752
Active calls of the source: *; . = not tested or not shown. The calls were made as follows: active = growth percent below 10; inactive = the rest.

molecule	SF-295	U251	PC-3	TK-10	UO-31	786-0	DU-145	SN12C	SF-539
Cc1ccc(S(=O)(=O)OCCO)cc1	109	103	96	97	81	100	115	108	103
O=C(NCCCN1CCOCC1)c1ccc(C(=O)NCCCN2CCOCC2)cc1	98	.	98	135	83	90	115	101	102
Nc1nn(-c2ccccc2)c2nc(=S)[nH]c(-c3ccc(Cl)cc3)c12	100	97	100	121	77	99	109	97	99
C/C=C(\C)C(C(=O)NC1CCCCC1)N(C(=O)C1CCc2cc(F)ccc2O1)c1ccc(Br)c(C(F)(F)F)c1 (stereo not drawn)	90	91	68	87	76	90	94	94	96
COc1cc(C2C=C(c3ccc(Cl)cc3)N=C3SC=CN32)cc(OC)c1OC (stereo not drawn)	.	98	92	117	80	98	123	112	106
O=C(CCCCCCN1CC(=O)N2[C@@H](c3ccc(Br)nc3)c3[nH]c4ccccc4c3C[C@H]2C1=O)NO	98	87	82	118	84	104	96	102	76
COc1ccc(/C(=C(\c2ccccc2)[N+](=O)[O-])c2ccc(OCCN3CCCC3)cc2)cc1	32	74	69	80	28	15	89	83	29
N#C/C=C(\c1ccc([N+](=O)[O-])cc1)n1nnc2cc(Cl)c(Cl)cc21	14	12	-12*	-16*	-71*	-27*	-21*	-20*	-9.7*
N/N=C\c1cnnc2ccccc12	98	.	99	137	90	104	120	97	93
COc1ccc2[nH]cc(-c3nc(N)nnc3-c3cn(C)c4ncccc34)c2c1	40	60	68	93	44	64	84	60	50
C=C1C(=O)O[C@H]2[C@H]1CC/C(CNC(=O)/C=C/c1cc(OC)c(OC)c(OC)c1)=C\CC[C@@]1(C)O[C@@H]21	50	26	37	-86*	-38*	-69*	7.9*	28	-36*
Cc1ccc(C)c(Oc2c(-c3nc4ccc(C)cc4[nH]3)c(C)nn2-c2ccccc2)c1	110	96	105	139	66	120	106	96	92
COC(=O)[C@]12CCC(C)(C)C[C@H]1[C@H]1C(=O)C[C@@H]3[C@@](C)(CCC#N)[C@H](C(C)=O)CC[C@@]3(C)[C@]1(C)CC2	101	100	80	101	78	98	100	94	92
COc1ccc(/C=C2\C=C(c3nc4ccccc4s3)OC2=O)cc1	100	97	84	126	75	107	107	98	103
COc1ccc(NC(=O)c2ccc(Nc3ncnc4[nH]c(C)c(C)c34)cc2)cc1	97	101	109	94	97	101	107	96	98
C/C(Cc1ccccc1)=N\NC(N)=S	91	78	93	109	69	108	96	95	107
CCOc1cccc(-c2nc(N)nc(Nc3ccccc3SSc3ccccc3Nc3nc(N)nc(-c4cccc(OCC)c4)n3)n2)c1	5.6*	8.2*	29	102	-26*	85	84	33	93
COc1ccc(N=c2nc3sc4c(C)ccc(C)c4n3c(N)c2C#N)cc1	81	96	88	.	79	102	111	102	95
CCN1C(=O)/C(=C/c2ccc(Cl)cc2Cl)SC1=S	108	95	97	131	80	89	99	97	100
C/C(=C/c1ccccc1)OC(=O)c1ccccc1	103	102	103	110	103	102	105	103	100
COCCN(CCOC)/N=N/c1nc[nH]c1C(N)=O	107	100	99	92	82	102	95	98	111
Oc1cccc(C(F)(F)F)c1	121	99	83	88	85	106	113	100	101
COc1cc(CNC(=O)C[C@H](C)CCC=C(C)C)ccc1OCc1cn(-c2cccc(C(F)(F)F)c2)nn1	73	51	82	102	76	93	101	27	16
CN1CCN(/C=C2\CC(C(=O)NCc3ccc(Cl)cc3Cl)NC2=O)CC1 (stereo not drawn)	110	100	91	93	95	116	108	106	102
N#Cc1ccc([C@H]2c3[nH]c4ccccc4c3C[C@H]3C(=O)N(CCCCCCC(=O)NO)CC(=O)N23)cc1	93	102	100	101	90	106	115	103	96

2 compounds drawn at random from those above, as already listed:
molecule	SF-295	U251	PC-3	TK-10	UO-31	786-0	DU-145	SN12C	SF-539
C/C(=C/c1ccccc1)OC(=O)c1ccccc1	103	102	103	110	103	102	105	103	100
CN1CCN(/C=C2\CC(C(=O)NCc3ccc(Cl)cc3Cl)NC2=O)CC1 (stereo not drawn)	110	100	91	93	95	116	108	106	102

Next section.
molecule	SF-295	U251	PC-3	TK-10	UO-31	786-0	DU-145	SN12C	SF-539
N#Cc1c(NCc2ccccc2Br)sc2c1CCCC2	116	101	104	139	71	103	112	101	99
O=C(CNC(=O)NCC1CCCCC1)NC1NC2CCCCC2N1 (stereo not drawn)	99	98	89	115	84	105	109	95	104
CS(=O)(=O)c1ccc(-c2nc3ccccc3n2CC(=O)NCN)cc1	99	.	101	114	87	99	110	104	97
COc1ccc(C2CC(c3cccc(Nc4ccncc4)c3)=NN2C(C)=O)cc1 (stereo not drawn)	92	87	86	101	88	86	103	93	90
O=C1CC(c2ccsc2)c2snc(-c3cccc(F)c3)c2N1 (stereo not drawn)	87	95	85	89	76	86	99	98	95
Cn1c(=S)sc2ccc3ccccc3c21	84	96	112	77	88	101	108	97	98
O=C1NC(=O)C(=Cc2cn(Cc3ccccn3)c3ccccc23)C(=O)N1	80	97	94	60	75	100	110	102	94
O=C(O)CCCc1ccccc1	110	95	99	99	95	97	119	101	120
CN(C)C(=S)Sc1nc2ccccc2s1	99	83	64	97	55	101	100	53	79
NC(CC(=O)NO)C(=O)O (stereo not drawn)	95	104	95	82	.	98	102	99	96
O=C(Oc1c(Cl)c(Cl)c(Cl)c(Cl)c1Cl)c1ccc(Cl)cc1	96	98	89	102	66	95	109	93	99
CC(O)COCC(C)OC1CC(C)CC(C)(C)C1 (stereo not drawn)	110	107	93	102	96	105	112	96	103
CC1OC(OC2C(OC3CCC4(C)C(CCC5(C)C4CC=C4C6CC(C)(C)CCC6(CO)C(O)CC45C)C3(C)C)OC(C(=O)O)C(OC3OC(COC4OC(CO)C(O)C(O)C4O)C(O)C(O)C3O)C2O)C(O)C(O)C1O (stereo not drawn)	-85*	-80*	-74*	-69*	-89*	-92*	7.8*	-78*	-85*
CCCCCC1O[C@@H]2CC[C@H]1NC(N)=N2 (stereo partly drawn)	92	101	104	96	96	93	109	99	99
C=C1C(=O)O[C@H]2[C@H]1CC/C(COC(=O)/C=C\C(=O)NCc1ccc(Cn3c(=O)sn(CCCCC)c3=O)cc1)=C\CC[C@@]1(C)O[C@@H]21	101	84	82	57	61	63	49	71	79
Cn1c(=O)c2nc(CCC(=O)Nc3ccccc3)c(=O)[nH]c2n(C)c1=O	97	97	.	96	86	103	110	96	99
CCOC(=O)CC1(C)OCC(C)(C)CO1	110	92	103	97	89	105	102	110	101
Cc1nn(-c2ccccc2)c2nc(NC(C)c3ccccc3)c(C#N)cc12 (stereo not drawn)	.	97	75	96	65	107	97	92	103
COC(=O)CCC1=C(CC(=O)OC)c2ccccc2CC1	107	91	101	109	92	95	115	96	94
CC(O)(c1ccccc1)C(c1ccccc1)C1CCCCN1 (stereo not drawn)	100	100	105	102	93	103	103	93	96
O=C(Nc1ccc(OS(=O)(=O)c2ccc(C(F)(F)F)cc2)cc1)C1CCCC1	89	97	92	99	81	95	106	96	97
Cn1cc(-c2cc(-c3cn(C)c4ccc(Cl)cc34)on2)c2cc(Cl)ccc21	98	88	87	110	88	104	117	106	105
O=C1COc2ccccc2C(=O)N1CCCCN1CCCCC1	94	89	58	.	92	82	94	99	102
COC(=O)C1=CC(=O)n2nc3n(-c4ccccc4)c(=O)/c(=C\c4ccc(OC)cc4)n3c2=NN1	102	101	100	106	85	100	105	99	100
O=C(CSc1nc2sc3c(c2c(=O)n1-c1ccc(Cl)cc1)CCCC3)N/N=C/c1ccc(F)cc1	106	67	87	125	83	99	82	97	102

molecule	SF-295	U251	PC-3	TK-10	UO-31	786-0	DU-145	SN12C	SF-539
Cc1ccc(C(=O)/C(=C\c2ccc([N+](=O)[O-])cc2)S(=O)Cc2ccc(Cl)cc2)cc1 (stereo not drawn)	73	9.5*	6.4*	50	3.4*	-52*	23	-16*	53
CSCCC(NCCC#N)C(=O)O (stereo not drawn)	98	97	94	94	78	107	.	102	108
CCC1(C)c2c(cc([N+](=O)[O-])c(C)c2[N+](=O)[O-])C(C)(C)C1C (stereo not drawn)	95	97	87	102	84	100	105	96	91
Cc1sc2ccccc2[n+]1C	108	78	90	94	80	109	110	97	110
CCOC(=O)Sc1nc2ncncc2[nH]1	103	110	108	106	100	107	114	106	95
COc1ccc(C)cc1S(=O)(=O)c1ccc([N+](=O)[O-])cc1Cl	105	103	90	130	96	108	109	110	101
COC1=CC(c2ccc[nH]2)=N/C1=C\c1[nH]c(C)c(CC(=O)NCc2ccccc2)c1C	-56*	19	12	25	-17*	-43*	35	29	2.5*
Oc1cccc2ccc(-c3nnc(SCc4ccc(O)c5ncccc45)o3)nc12	3.9*	13	9.7*	28	-6.8*	21	22	7.1*	15
C[C@@H](O)[C@@H]1CC[C@]2(CO)CC[C@]3(C)[C@H](CC[C@@H]4[C@@]5(C)C/C(=C/c6cccnc6)[C@H](O)C(C)(C)[C@@H]5CC[C@]43C)[C@@H]12	102	94	95	92	84	92	107	101	92
O=[N+]([O-])c1c(O)c(Cl)cc(Cl)c1Cl	98	98	88	97	94	100	113	101	109
C=C(C=O)[C@@H]1CC[C@]2(C)[C@H](C(=O)C=C3[C@H]4C[C@](C)(C(=O)OC)CC[C@]4(C)CC[C@]32C)[C@@]1(C)CCC#N	28	3.0*	11	49	-92*	14	6.3*	13	-29*
O=C(O)c1ccc(F)cc1C(=O)O	104	97	84	.	93	96	106	106	97
COC(=O)CC(C(=O)C=[N+]=[N-])N1C(=O)c2ccccc2C1=O (stereo not drawn)	104	114	98	125	119	110	118	98	111
CC1(c2ccccc2)CC(c2ccccc2)=C(C#N)C(=O)N1 (stereo not drawn)	102	102	93	105	61	95	108	92	98
O=C(C[n+]1ccnc2ccccc21)c1ccc(Cl)cc1	102	96	90	109	82	106	102	.	91
Cc1cc(NS(=O)(=O)c2ccccc2)ccc1O	104	103	99	98	94	100	104	101	88
S=c1[nH]ccc2ccccc12	123	108	93	101	69	101	112	102	96
O=C(O)c1cc(-c2ccccc2)ccc1O	102	93	96	104	79	106	111	95	92
COc1ccc(-c2cc(C(=O)c3cc(C)c(C)cc3O)cn(NC(=O)OC(C)(C)C)c2=O)cc1	104	86	71	91	52	95	116	86	95
CCOC(=O)c1ccccc1NC(=O)CN(CC)CC	101	98	78	81	88	86	103	103	106
CCC(=O)Nc1cc(C)ccc1C	90	98	103	94	89	99	115	99	98
C(#CC(c1ccccc1)c1ccccc1)c1ccccc1	95	101	84	97	91	96	100	96	100
CCCCCC(C)N(C)C(=O)CNCC(C)C (stereo not drawn)	105	99	98	107	.	105	109	105	103
O=C1Nc2ccc(F)cc2/C1=N/N=C/c1ccc(F)cc1	105	98	99	132	87	102	106	104	102
O=C(Nc1cccc(NC(=O)C(=O)O)c1)Oc1ccccc1	103	.	98	.	89	96	127	.	105

molecule	SF-295	U251	PC-3	TK-10	UO-31	786-0	DU-145	SN12C	SF-539
CC(C)[C@H](CN)NC[C@H](C)NS(=O)(=O)c1ccc(C(C)(C)C)cc1	104	87	83	94	77	90	105	100	97
N#Cc1cccc(Cc2cnc(N3CCc4c(Cl)cc(C#N)cc4C3)s2)c1	72	86	42	67	40	72	87	79	92
O=C(CC(O)c1ccncc1)c1ccccc1 (stereo not drawn)	52	73	-17*	-31*	50	10.0*	4.0*	-22*	8.0*
CCN(CC)C(=S)Sc1ccc2c(c1)C(=O)c1ccccc1C2=O	102	84	87	118	85	108	115	94	98
Cc1[nH]c(C2CC(c3cccs3)=NN2c2ccccc2)c(C)c1C(=O)O (stereo not drawn)	101	102	106	146	89	99	103	106	97
O=C(Nc1ccc([N+](=O)[O-])cc1)N1CCN(C(=O)Nc2ccc([N+](=O)[O-])cc2)CC1	102	97	89	113	76	97	110	103	102
C/C(=N\N1C(=O)c2ccccc2NC1c1ccc(Cl)cc1)c1c(O)cc(C)oc1=O (stereo not drawn)	98	93	93	101	91	105	107	101	98
O=C(/C=C/c1cccs1)c1ccc(OCc2nnc(-c3ccc(Cl)cc3)o2)cc1	.	.	96	115	82	99	100	91	100
CCCCN1C=CCN(CCCC)C1	56	22	32	57	75	74	72	35	79
CS(=O)(=O)N1CC(CCl)c2ccc([N+](=O)[O-])cc21 (stereo not drawn)	106	100	90	107	83	104	118	101	93
COc1ncnc2c1ncn2C/C=C/CCl	86	85	88	102	86	95	96	97	97
Cc1nn(-c2ccc(Cl)cc2)c(=O)n1CCOc1ccccc1Cl	72	101	88	108	95	94	110	94	108

Part of the list above, showing only SN12C:
mol | SN12C
O=C(CC(O)c1ccncc1)c1ccccc1 (stereo not drawn) | -22*
CCN(CC)C(=S)Sc1ccc2c(c1)C(=O)c1ccccc1C2=O | 94
Cc1[nH]c(C2CC(c3cccs3)=NN2c2ccccc2)c(C)c1C(=O)O (stereo not drawn) | 106
O=C(Nc1ccc([N+](=O)[O-])cc1)N1CCN(C(=O)Nc2ccc([N+](=O)[O-])cc2)CC1 | 103

Taken from above.
Value for `Cc1[nH]c(C2CC(c3cccs3)=NN2c2ccccc2)c(C)c1C(=O)O` (stereo not drawn) in SF-295: 101
Value for `O=C(/C=C/c1cccs1)c1ccc(OCc2nnc(-c3ccc(Cl)cc3)o2)cc1` in TK-10: 115
Value for `COc1ncnc2c1ncn2C/C=C/CCl` in SF-295: 86
Value for `N#Cc1cccc(Cc2cnc(N3CCc4c(Cl)cc(C#N)cc4C3)s2)c1` in SF-295: 72
Value for `CC(C)[C@H](CN)NC[C@H](C)NS(=O)(=O)c1ccc(C(C)(C)C)cc1` in PC-3: 83
